# TDP43 rescue = TDP-43 toxicity inhibition in yeast; TDP-43 expressing yeast growth rescue, BacTiter-Glo, 24 h; 410,000 tested, 1.8% active; Potency, µM (top dose mostly 46.1 µM), inactives show at the highest dose growth rescue (activation), most hits filed as activators; AID 652104; further: % of control where 0% means no effect; nearly all actives have a fitted effect of over 50% in size
#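 Cell-based yeast growth screen: TDP-43 expression induced in galactose, inoculum OD600=0.02 after raffinose pregrowth to mid-log. Read-out BacTiter-Glo luminescence at 24 hr, 30 deg C; inhibition of toxicity seen as signal increase.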
# PTHR1 ag = PTHR1 (human) receptor agonism; Q03431; AID 743266; Potency, µM (highest dose often 115 µM), for inactives: at the top dose activation, actives largely listed as activators; HEK293 GP2 PTHR1 cells, GloSensor cAMP luminescence, 1 h; 410,000 tested, 0.075% active; further: nearly all actives have a fitted effect of over 55% in size; some results filed as inactive show a strong effect at the top dose; inactives centre near -15; many of its hits are not listed in these tables
#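 HEK-293-derived GP2 cells expressing PTHR1 and a GloSensor cAMP reporter, 3,000/well, plated overnight, given luciferin plus IBMX (each 0.5 mM as added) for 1 h at 37 °C, then compound for 1 h at 37 °C. Luminescence was read after 15 min at room temperature.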
# EPAC2 agonist = EPAC2 (human) agonism; 360,000 tested, 0.079% active; AID 720711; Potency, µM (top dose mostly 154 µM), for inactives: at the highest dose activation, most hits filed as activators; EPAC2 activation, biochemical qHTS; response scale: 100% = 6.5 mM cAMP response; Q8WZA2; further: nearly all actives have a fitted effect of over 50% in size
#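 Readout is BODIPY fluorescence (480 nm excitation, 540 nm emission), which falls as labeled GDP is exchanged off Rap1B. EPAC2 at 100 nM acted on 250 nM RAP1B-BODIPY-GDP with 50 uM GDP present.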
# EPAC1 antag = blocks human EPAC1 exchange factor. O95398. 360,000 tested, 0.14% active. Potency, µM (series often up to 115 µM), for the others: at the highest dose activity change, negative = inhibition, actives largely listed as inhibitors. EPAC1 GEF assay, Rap1b-BODIPY-GDP exchange fluorescence. AID 720709;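 further: plate controls were vehicle for no effect and positive control for full effect; nearly all actives have a fitted effect of over 50% in size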
# Target sequence (O95398 whole entry, looked up): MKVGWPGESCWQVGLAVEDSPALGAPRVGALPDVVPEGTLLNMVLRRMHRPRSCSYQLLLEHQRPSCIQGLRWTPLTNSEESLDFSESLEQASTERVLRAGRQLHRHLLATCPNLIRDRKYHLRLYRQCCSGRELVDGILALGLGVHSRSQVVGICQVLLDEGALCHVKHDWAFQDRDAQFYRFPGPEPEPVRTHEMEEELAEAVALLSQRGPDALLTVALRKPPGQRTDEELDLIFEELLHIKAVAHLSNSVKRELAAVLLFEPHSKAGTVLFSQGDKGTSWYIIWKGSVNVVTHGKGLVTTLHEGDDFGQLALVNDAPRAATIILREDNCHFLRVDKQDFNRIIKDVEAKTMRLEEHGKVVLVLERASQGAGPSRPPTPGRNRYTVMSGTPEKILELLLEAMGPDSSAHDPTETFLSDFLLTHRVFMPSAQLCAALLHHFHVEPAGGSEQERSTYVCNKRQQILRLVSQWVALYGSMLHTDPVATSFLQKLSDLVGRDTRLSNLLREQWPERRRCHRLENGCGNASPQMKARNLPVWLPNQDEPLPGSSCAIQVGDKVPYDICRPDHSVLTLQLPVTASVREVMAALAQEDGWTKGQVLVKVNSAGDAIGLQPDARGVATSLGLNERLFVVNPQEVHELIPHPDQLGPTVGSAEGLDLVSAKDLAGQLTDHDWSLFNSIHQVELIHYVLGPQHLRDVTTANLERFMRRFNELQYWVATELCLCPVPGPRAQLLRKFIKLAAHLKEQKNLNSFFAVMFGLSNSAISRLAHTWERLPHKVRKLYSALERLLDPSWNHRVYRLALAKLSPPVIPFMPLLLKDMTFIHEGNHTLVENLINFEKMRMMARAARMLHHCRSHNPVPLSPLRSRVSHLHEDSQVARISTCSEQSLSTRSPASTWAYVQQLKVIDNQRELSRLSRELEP
# aSyn rescue = alpha-synuclein toxicity inhibition in yeast | Yeast expressing alpha-synuclein, growth rescue, BacTiter-Glo, 24 h | Potency, µM (top dose mostly 46.1 µM), inactives show top-dose growth rescue (activation), hits mostly activators | 370,000 tested, 0.14% active; further: % of control where 0% means no effect; nearly all actives have a fitted effect of over 65% in size
#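 Screening used galactose-induced yeast with toxic alpha-synuclein levels, exposed to compound for 24 hr at 30 deg C. Cell growth, read with BacTiter-Glo luminescence, gave the measured signal.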
# EPAC1 agonist = agonists of human EPAC1; O95398; EPAC1 agonist qHTS, biochemical assay; response scale: 100% = response to 6.5 mM cAMP; Potency, µM (highest dose often 154 µM), for inactives: at the highest dose activation, most hits filed as activators; 360,000 tested, 0.073% active; further: nearly all actives have a fitted effect of over 60% in size
#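 Compounds were pinned as a concentration titration into mixtures of EPAC1 (100 nM), BODIPY-GDP-loaded Rap1B (250 nM) and GDP (50 uM). After 5 min at room temperature, fluorescence was followed for 30 min; activity was scaled to 6.5 mM cAMP.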
# EPAC2 antagonist = antagonists of human EPAC2. Q8WZA2. EPAC2 GEF exchange of Rap1B-BODIPY-GDP, fluorescence. Potency, µM (top dose mostly 114 µM), without a hit: at the top dose activity, negative = inhibition, most hits filed as inhibitors. 360,000 tested, 0.18% active. AID 720708; further: on the % scale 0 is the no-effect control and ±100 the full control effect; nearly all actives have a fitted effect of over 45% in size; many of its hits are not listed in these tables
# FUS yeast rescue = rescues growth of FUS-expressing yeast. S. cerevisiae FUS-expressing, growth rescue, OD600, 24 h. Potency, µM (doses to about 76.6 µM), inactives show top-dose growth rescue (activation), actives largely listed as activators. 390,000 tested, 0.24% active. AID 1347120;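 further: plate controls were DMSO vehicle for no effect and reference control for full effect; nearly all actives have a fitted effect of over 55% in size; some results filed as inactive show a strong effect at the top dose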
#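 Absorbance at 600 nm, taken 24hr after compound addition, measured rescue of FUS-yeast growth at 30C. Induction used 2% galactose with seeding at OD 0.005. Controls: CP55940 from 92uM final, DMSO only.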
# * hit, by the source's call; i = inactive; ? = inconclusive; . = not tested or not shown; & = joins results of further samples; [ ] = dose if it differs, or a comment. The call rests on the fitted dose curve; in most records, active means well fitted curve in the direction sought with a large enough effect; inconclusive means small, poorly fitted or top-dose-only effect, or another doubt; inactive means no such curve, though single readings can be large; an effect the other way counts as inactive or inconclusive. Potency means the concentration at half of the fitted maximal effect. Some of the compounds tested; rates above refer to the full screens.
SMILES,TDP43 rescue,PTHR1 ag,EPAC2 agonist,EPAC1 antag,aSyn rescue,EPAC1 agonist,EPAC2 antagonist,FUS yeast rescue
CCOC(=O)c1cnc(-n2nc(C)cc2C)nc1Nc1cccc(C(=O)O)c1,12.0%,17.4%,-2.5%,2.8%,-6.6%,0.2%,8.9%,7.9%
O=C1CC(c2ccccc2)CC(O)=C1C=NCCN1CCNCC1 (centres undefined),-32.8%[inhibitor],21.8%[57.5 µM],10.0%,-6.3%,13.5%,5.7%,1.0%,7.0%
O=C(N/N=C/c1ccccn1)c1ccc(NC(=O)c2ccc(F)cc2)cc1,9.0%,-26.1%,-1.9%,-16.2%,0.1%,-0.5%,-9.1%,25.6%
O=C(Cc1ccc([N+](=O)[O-])cc1)NNC(=O)c1cccs1,25.4%,i,-5.1%,-7.4%,-0.3%,5.0%,0.3%,-40.1%[inhibitor]
O=C(CNCc1ccccc1)NC1C2CC3CC(C2)CC1C3 (centres undefined),-23.5%,7.5%,-3.8%,-1.9%,-0.9%,-0.3%,-5.5%,16.6%
O=C(c1ccccc1)N1N=C(c2ccccc2)CC1c1ccccc1O (centres undefined),0.0%,-4.4%,-1.9%,-29.9%,?,3.9%,?,34.8%
Cc1ccsc1C1C(C#N)=C(N)N(N(C)C)C2=C1C(=O)CC(C)(C)C2 (centres undefined),.,-21.8%,1.8%,-27.8%,-0.3%,1.4%,8.9%,26.7%
Cc1nn(-c2ccc(N3CCOCC3)nn2)c(C)c1CCC(=O)NCc1ccccc1,-3.3%,-17.1%&-5.1%,-1.8%,2.6%,0.7%,3.9%,7.1%,-19.7%&40.8%
CC(=O)NC(CC(=O)O)c1ccccc1 (centres undefined),12.4%,i,5.2%,-0.5%,2.8%,12.7%,3.3%,-2.5%
COc1ccc(/C(C#N)=C/c2ccccn2)cc1,?,-47.0%[inhibitor],13.0%,3.4%,-4.4%,-1.7%,-14.1%,-25.8%
CCn1c(SCC(=O)Nc2ccccc2C(=O)OC)nnc1-c1ccc(N)cc1,-2.6%,i,15.5%,-7.1%,1.7%,6.0%,2.4%,-0.5%
CCC(=O)Nc1cccc(NC(=O)CSc2nnc(C3CC3)n2C)c1,-20.1%,?,-6.4%,4.8%,-2.6%,-0.9%,7.9%,17.2%
Cc1ccc(C(=O)NNC(=O)C2CCCN(c3ncccn3)C2)cc1 (centres undefined),-17.2%,i,2.1%,9.0%,-1.7%,-4.7%,1.4%,-3.5%
O=C(Nc1ccnn1C1CCN(C(=O)c2cccc(Cl)c2)CC1)C1CC1,10.3%,-14.7%,-2.3%,-15.5%,6.9%,-12.2%,-9.6%,6.1%
O=C(CCCN1C(=O)/C(=C/c2ccco2)SC1=S)Nc1ccccc1,16.3%,-23.3%,2.2%,-21.7%,-6.4%,-10.5%,-2.3%,.
O=C(c1ccc(NS(=O)(=O)c2ccc(Cl)c(Cl)c2)cc1)N1CCOCC1,-17.6%,-1.5%,3.6%,-18.3%,-6.8%,2.7%,-0.7%,7.0%
COc1cc(C(=O)O)cc(NC(=O)c2cccs2)c1OC,-0.7%,i,-5.4%,-0.9%,-5.5%,9.8%,-1.9%,-5.4%
Cc1cc(=O)n(CCCO)c(O)c1C#N,6.8%,i,-3.6%,8.5%,-5.1%,7.1%,-1.7%,10.8%
CCN1C(=O)c2ccccc2S(=O)c2ccc(C(=O)NC3CC3)cc21 (centres undefined),19.1%,i,18.9%,7.1%,-0.5%,-1.1%,3.0%,-21.2%
FC(F)C(F)(F)Oc1cccc(Nc2nccn3c(-c4cccc5ccccc45)cnc23)c1,22.2%,-35.2%[inhibitor],6.6%,-8.7%,0.3%,-0.4%,-6.8%,39.2%
CCOC(=O)C(N=Nc1nn[nH]n1)C(C)=O (centres undefined),12.7%,i,11.4%,-1.3%,-0.4%,0.7%,3.1%,-28.8%
O=c1c2cc([N+](=O)[O-])ccc2nc(CN2CCN(c3ccccn3)CC2)n1-c1ccccc1F,-17.8%,-16.2%,7.1%,?,6.0%,8.1%,-9.7%,-0.2%
CC1(C)CC(=O)C2=C(C1)Nc1ccccc1NC2c1cccnc1 (centres undefined),0.4%,-25.2%,9.7%,0.9%,-10.3%,-0.5%,-0.5%,19.3%
Fc1ccc(NC(=S)Nc2ccccc2N2CCOCC2)cc1Cl,-10.8%,i,4.1%,-13.7%,6.7%,9.8%,0.0%,11.1%
Cn1cc([N+](=O)[O-])c(C(=O)Nc2ccn(C34CC5CC(CC(C5)C3)C4)n2)n1,13.6%,i,0.9%,-1.1%,-20.4%,-8.8%,0.7%,11.2%
Cc1ccc(S(=O)(=O)c2cc3c(=O)n4cccc(C)c4nc3n(Cc3ccncc3)c2=N)cc1,-12.3%,-10.1%,3.4%,5.4%,8.5%,12.1%,-10.7%,-2.2%
NC(=O)c1ccc(NC(=O)c2cnc3ccccc3n2)cc1,9.5%,-26.0%,9.3%,-5.5%,2.2%,-2.9%,-0.3%,0.6%
O=C(NN=Cc1cc(Br)c(O)c(Br)c1)c1ccccc1NS(=O)(=O)c1cccs1,-24.1%,i,-0.1%,-6.1%,-2.2%,3.1%,-10.9%,.
CCOC(=O)C1=C(N)Oc2cc(C)n(CCc3ccc(OC)c(OC)c3)c(=O)c2C1c1cccnc1 (centres undefined),-3.1%,i,1.8%,3.3%,-10.9%,1.6%,-2.2%,-11.8%
COc1ccc(CCNC(=O)Cn2nnc(-c3ccc(N4CCOCC4)cc3)n2)cc1OC,19.9%,i,-3.9%,0.9%,-8.7%,0.4%,3.0%,.
CCC1(c2ccc(F)cc2)NC(=O)N(CC(=O)c2cc(C)n(C3CC3)c2C)C1=O (centres undefined),-40.1%[inhibitor],-14.2%,-0.7%,-12.5%,6.5%,?,-20.8%,37.8%
COc1ccc(NC(=O)c2ccc(-n3cccn3)nc2)c(OC)c1,3.6%,i,13.8%,4.9%,-1.3%,-0.9%,11.9%,30.1%
[O-]/C(=C(\C(=S)Nc1ccccc1F)[n+]1ccccc1)c1ccc(OC(F)F)cc1,-4.4%,-2.7%,-0.4%,6.7%,1.0%,4.2%,-0.9%,-2.1%
COc1ccc(/C(O)=C2/C(=O)C(=O)N(CCCN(C)C)C2c2cccc(Cl)c2)cc1OC (centres undefined),13.2%,-23.3%,14.0%,-3.8%,1.4%,8.4%,1.1%,.
C=CCNc1nc(C(=O)OCC)nc2ccccc12,3.5%,i,12.7%,-24.3%,-6.5%,-6.4%,2.1%,-21.9%
Cc1ccc(C)c(N2CC(C(=O)O)CC2=O)c1 (centres undefined),-8.1%,-3.3%,-4.2%,-0.5%,-3.5%,8.5%,2.6%,9.4%

# Three entries already listed, ordered by heavy-atom count, lowest first:
SMILES,TDP43 rescue,PTHR1 ag,EPAC2 agonist,EPAC1 antag,aSyn rescue,EPAC1 agonist,EPAC2 antagonist,FUS yeast rescue
CCOC(=O)C(N=Nc1nn[nH]n1)C(C)=O (centres undefined),12.7%,i,11.4%,-1.3%,-0.4%,0.7%,3.1%,-28.8%
O=C1CC(c2ccccc2)CC(O)=C1C=NCCN1CCNCC1 (centres undefined),-32.8%[inhibitor],21.8%[57.5 µM],10.0%,-6.3%,13.5%,5.7%,1.0%,7.0%
O=C(c1ccccc1)N1N=C(c2ccccc2)CC1c1ccccc1O (centres undefined),0.0%,-4.4%,-1.9%,-29.9%,?,3.9%,?,34.8%

# Next section:
SMILES,TDP43 rescue,PTHR1 ag,EPAC2 agonist,EPAC1 antag,aSyn rescue,EPAC1 agonist,EPAC2 antagonist,FUS yeast rescue
O=C(Nc1ccc2cn[nH]c2c1)c1ccc(Cl)c(S(=O)(=O)N2CCOCC2)c1,-11.1%,-13.1%,-4.7%,4.1%,-4.6%,-0.4%,-6.4%,.
Cc1nc(C)c(C(=O)OCC(=O)Nc2ccccc2SCC#N)s1,11.4%,i,0.2%,-6.5%,2.3%,0.1%,1.7%,13.7%
O=C(O)c1cc(O)ccc1NC(=O)C(c1ccccc1)c1ccccc1,7.3%,i,-2.9%,0.6%,-0.6%,-3.5%,-5.8%,14.3%
Cc1noc(C)c1C(=O)N1CCN(S(=O)(=O)c2cccs2)CC1,16.2%,i,1.7%,3.5%,3.2%,-4.2%,4.3%,.
COC(=O)C1=C(C)N(Cc2ccc(C)cc2)C(=O)/C1=C\c1cc(OC)c(OC)c(OC)c1,1.7%,-25.8%,7.7%,-2.4%,4.0%,-1.0%,0.9%,42.1%
CCC1Nc2ncnc(N3CCCCC3)c2N(Cc2ccc(Cl)cc2)C1=O (centres undefined),-7.3%&29.7%,-48.9%[inhibitor],6.5%&13.5%,-17.0%&-11.9%,?,-4.3%&-4.1%,?,?
O=C(O)CCN1CC2([N+](=O)[O-])CC=C(OCCO)C([N+](=O)[O-])(C1)C2 (centres undefined),0.0%,i,9.8%,9.3%,-3.4%,8.6%,-0.6%,34.2%
O=C(Cn1nnc(-c2ccc(Cl)cc2)n1)NCC1CCCCC1,-25.2%,i,0.5%,10.9%,10.2%,-1.0%,0.8%,-5.4%
Cc1ccc(NC(=O)NCCCc2ccccc2)cc1,-17.0%,-19.1%[57.5 µM],4.4%,-4.3%,-16.2%,8.3%,-2.6%,19.0%
O=S1(=O)C=CC(Nc2cccc(Cl)c2)C1 (centres undefined),7.4%,-4.3%[57.5 µM],2.6%,5.6%,-12.4%,8.7%,-0.3%,-5.2%
CNC(=S)N(Cc1cc2cc(OC)c(OC)cc2[nH]c1=O)C1CCCC1,23.5%,0.0%,11.7%,7.1%,2.1%,-3.8%,3.4%,6.0%
CC(C)(C)NC(=O)CSc1nc2[nH]ncc2c(=O)[nH]1,25.8%,i,0.2%,14.6%,-0.5%,4.7%,1.3%,12.2%
COC(=O)c1ccccc1NC(=O)CN1CCC(NC(=O)c2ccccc2C)CC1,0.3%,-0.6%[57.5 µM],6.8%,-0.4%,-14.2%,7.5%,-5.5%,-3.2%
CC(C)(C)c1ccc(S(=O)(=O)N2CCC(CO)(CC3CCCCO3)CC2)cc1 (centres undefined),-1.1%,-33.9%[inhibitor],8.2%,-11.4%,11.7%,-17.1%,-14.2%,13.7%
COc1ccc(OCC(=O)NCCNC(=O)c2ccccn2)cc1,-10.6%,i,1.4%,14.8%,-2.7%,-0.2%,17.8%,18.6%
CC(CCC(=O)O)C1CCC2C3CCC4C[C@H](O)CCC4(C)C3CC(=O)C12C (some centres undefined),-19.6%,i,0.9%,-8.8%,19.0%,-9.4%,12.9%,29.4%

# Source: PubChem BioAssay
